Assay outcomes as filed in PubChem BioAssay.
FLuc inhib CS – Photinus pyralis luciferase inhibition counter-screen. ATPLite firefly luciferase biochemical luminescence, 10 min. inhibition, % at 10 µM. actives 1.5% (n = 200,000). P08659;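 active = inhibition above about 50% when tested at 10 µM, limit read from the data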
Target sequence (P08659 whole entry, looked up): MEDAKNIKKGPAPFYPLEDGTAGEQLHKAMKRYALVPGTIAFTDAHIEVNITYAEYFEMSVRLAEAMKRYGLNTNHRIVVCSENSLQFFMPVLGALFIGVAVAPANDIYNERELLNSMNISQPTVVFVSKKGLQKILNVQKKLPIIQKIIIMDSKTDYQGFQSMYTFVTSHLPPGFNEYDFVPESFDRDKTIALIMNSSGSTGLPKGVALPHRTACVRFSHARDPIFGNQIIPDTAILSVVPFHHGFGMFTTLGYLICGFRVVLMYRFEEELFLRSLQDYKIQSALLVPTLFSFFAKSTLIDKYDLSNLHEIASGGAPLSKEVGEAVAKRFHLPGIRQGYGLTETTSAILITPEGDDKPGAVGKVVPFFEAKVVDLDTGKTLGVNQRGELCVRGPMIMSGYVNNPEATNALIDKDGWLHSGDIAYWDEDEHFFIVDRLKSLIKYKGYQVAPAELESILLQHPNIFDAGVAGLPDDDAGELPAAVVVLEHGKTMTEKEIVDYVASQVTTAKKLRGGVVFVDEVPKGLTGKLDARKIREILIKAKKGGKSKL
APP 5'UTR act – APP 5'UTR luciferase reporter activation; AID 1276; SH-SY5Y APP 5'UTR luciferase reporter, luminescence; zero percent = DMSO vehicle wells; activation, % at 2 µM; actives 1% (n = 190,000);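 active = activation above a set limit, based on mean plus 3 SD of controls, cut at about 140% in these data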; also: values of inactives mirror those of a sister screen read the other way
NF-kB expr up – raises NF-kB expression in human neuronal cells | actives 1.6% (n = 190,000) | AID 1239 | NF-kB reporter expression; hits give high values | fold change at 12.5 µM; in the data active = fold change above about 3.3
G6PDH counter – counter-screen for G6PDH assay hits: L. mesenteroides G6PDH inhibition; inhibition, % at 5 µM; AID 1020; actives 0.12% (n = 200,000); Purified L. mesenteroides G6PDH, diaphorase/resazurin coupled fluorescence, 45 min; in the data active = inhibition above about 50%
APP transl inh – APP translation inhibition | SH-SY5Y APP 5'UTR-luciferase reporter, luminescence | inhibition, % at 2 µM | actives 0.82% (n = 190,000);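 active = inhibition above a set limit, derived from the sample mean plus 3 SD, cut at about 45% in these data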; also: values of inactives mirror those of a sister screen read the other way
FLuc stim CS – affects firefly luciferase, flagging false hits in luciferase stimulation screens. 200,000 tested, under 10 active. ATPlite luciferase biochemical, luminescence, 10 min; 0 = ATP-free wells, 1 = DMSO control. activation factor at 10 µM. P08659;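 active = luciferase activation factor, scaled between plate controls, of at least 2 with compound at 10 µM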
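Assay system: Luciferase/luciferin detection reagent, cell-free biochemical luciferase assay / Also added: ATP substrate / Schedule: 10 min at ambient temperature / Measured by: luminescence measurement of luciferase light output / Benchmarks: low control with PBS replacing ATP, high control enzyme plus ATP without compound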
STAT1 activator – STAT1 signaling activation. NIH 3T3 STAT1-luciferase reporter, IFN-gamma, luminescence; 100% = IFN-gamma alone, no compound. activation (% of control), % at 5.5 µM. actives 2.6% (n = 200,000). AID 932;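 active = activation above the screen-wide mean activation plus 3 SD, cut at about 130% in these data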;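 also: raw ratio to IFN-gamma control signal so 100% means no change and 0% no light; values of inactives mirror those of a sister screen read the other way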
DTT redox prof – compounds producing H2O2 with reducing agent – biochemical, NIH compound library profiling, artefact control for MLSCN library redox annotation, primary screen. DTT-dependent redox cycling H2O2, phenol red/HRP absorbance; 100% = 100 µM peroxide control, 0% = buffer. activation, % at 10 µM. actives 0.03% (n = 200,000);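 active = activation of at least 50% relative to the plate's high and low controls in the primary single-dose screen; inactive = activation below 50%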;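 also: compound incubated with DTT at 0.8 mM final as the reducing agent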
Hsp70 activator – transcriptional activators of Hsp70 | HeLa Hsp70 promoter luciferase reporter, luminescence; scaled: vehicle 0, proteasome-inhibitor control 100% | activation, % at 10 µM | actives 0.04% (n = 200,000);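 active = activation above the mean across all tested compounds plus 3 SD, cutoff set per campaign, cut at about 5.5% in these data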;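 also: 100% = MG132 at 30 µM as the positive control and 0% = DMSO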
HMGR II inh – E. faecalis class II HMG-CoA reductase inhibition. purified E. faecalis HMGR, NADPH absorbance 340 nm kinetic. inhibition, % at 10 µM. actives 0.41% (n = 190,000). AID 1066;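 active = inhibition above a set limit, the median over all tested compounds plus 3 SD, cut at about 9.5% in these data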;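 also: enzyme runs in reverse so mevalonate oxidation gives rising NADPH absorbance; 0% = complete reaction with DMSO and 100% = background rate lacking mevalonate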
Active calls of the source: *; / = not tested or not shown.

SMILES	FLuc inhib CS	APP 5'UTR act	NF-kB expr up	G6PDH counter	APP transl inh	FLuc stim CS	STAT1 activator	DTT redox prof	Hsp70 activator	HMGR II inh
CCOC(=O)c1c(C)[nH]c(C(=O)COC(=O)C2CC(=O)N(Cc3ccccc3)C2)c1C (stereo unspecified)	-1	-1	1.2	12	1	1	102	-0.4	-0.2	-5
CCCNC(=O)c1c[nH]c2ccc(S(=O)(=O)N(C)c3ccc(OCC)cc3)cc2c1=O	-6	6	0.67	-13	-6	1.1	98	0.2	-0.1	-3
CCOc1ccc2nc(Cl)c(C3CC(c4ccccc4)=NN3C(=O)c3ccco3)cc2c1 (stereo unspecified)	-7	-6	1.2	8	6	1.1	105	0.3	-0.3	-8
COc1ccccc1C(OC(=O)c1cccs1)C(=O)NCC1CCCO1 (stereo unspecified)	-5	-1	1.2	10	1	1.1	100	-1.7	-0.4	1
CCC(C)(C)NC(=O)C(c1ccccc1F)N(C(=O)c1ccn[nH]1)c1ccccc1 (stereo unspecified)	4	19	0.86	8	-19	1	100	0.5	-0.3	-3
CCN(CC)c1ncnnc1-c1ccccc1	-6	14	1.2	1	-14	1.1	96	-0.1	0.9	-3
O=C1C2CC=CCC2C(=O)N1c1ccc(NCCc2ccccc2F)c([N+](=O)[O-])c1 (stereo unspecified)	-5	15	1.1	4	-15	1	111	-0.1	-0.1	-8
CCOC(=O)c1ccc(CS(=O)c2ccc(Cl)cc2)o1 (stereo unspecified)	-8	0	1.3	2	0	1.1	98	-0.6	-0.3	-1
Cc1ccc(S(=O)(=O)Nc2ccccc2F)cc1C(=O)NCCCN1CCCC1=O	-2	2	1.3	1	-2	1	105	1.3	0.0	-4
Oc1ccc(-c2nnc(-c3ccc(O)cc3)nn2)cc1	78*	119	6.1*	-6	-119	0.2	95	0.3	0.0	-2
COc1ccc(OC)c(CNc2ccc(F)c(Cl)c2)c1	-10	2	1.3	1	-2	1.1	93	0.4	-0.3	4
Nc1ccc(Cl)c(-c2nc3ncccc3o2)c1	8	7	1.7	9	-7	0.9	103	0.0	0.3	-1
Cc1cc(C(=O)CCl)c(C)n1CCc1ccccc1	-2	-14	0.29	7	14	1	86	0.0	-0.2	-2
CCOc1cccc(C(=O)Nc2ccc(N(CC)CC)cc2)c1	5	8	1.3	3	-8	1	108	-2.2	-0.2	-2
COc1cccc(N(C(=O)CNC(=O)c2ccco2)C(C(=O)NC2CCCCC2)c2ccncc2)c1 (stereo unspecified)	-5	8	1.1	3	-8	1.1	98	-1.3	-0.3	0

Compounds from the list above containing a furan ring, fused or not, in the order listed:
SMILES	FLuc inhib CS	APP 5'UTR act	NF-kB expr up	G6PDH counter	APP transl inh	FLuc stim CS	STAT1 activator	DTT redox prof	Hsp70 activator	HMGR II inh
CCOc1ccc2nc(Cl)c(C3CC(c4ccccc4)=NN3C(=O)c3ccco3)cc2c1 (stereo unspecified)	-7	-6	1.2	8	6	1.1	105	0.3	-0.3	-8
CCOC(=O)c1ccc(CS(=O)c2ccc(Cl)cc2)o1 (stereo unspecified)	-8	0	1.3	2	0	1.1	98	-0.6	-0.3	-1
COc1cccc(N(C(=O)CNC(=O)c2ccco2)C(C(=O)NC2CCCCC2)c2ccncc2)c1 (stereo unspecified)	-5	8	1.1	3	-8	1.1	98	-1.3	-0.3	0

Continued:
SMILES	FLuc inhib CS	APP 5'UTR act	NF-kB expr up	G6PDH counter	APP transl inh	FLuc stim CS	STAT1 activator	DTT redox prof	Hsp70 activator	HMGR II inh
CC(C)Cn1c(SCC#N)nc2ccccc2c1=O	-7	22	0.92	0	-22	1.1	96	-0.5	-0.4	-1
Cc1nc(NC(=O)c2ccco2)sc1C(=O)Nc1ccc(Br)cc1	-5	46	1.1	5	-46	1.1	95	1.6	0.4	0
S=C(Nc1cccc(Cl)c1)NC1CCCCC1	-4	13	1.2	1	-12	1	98	1.3	-0.3	-4
COC(=O)C(C)n1nc(C)n(-c2ccc(C)cc2)c1=O (stereo unspecified)	0	-9	1.2	0	9	1	105	0.9	-0.3	3
C=CCN1C(=O)/C(=C2/Sc3ccc(OC)cc3N2C)SC1=Nc1cccc(O)c1	-9	-13	1.5	8	14	1.1	99	-0.9	-0.1	-3
COc1ccc2[nH]c(=O)c(CN(C(=O)c3ccco3)C3CCCCC3)cc2c1	-1	-7	0.97	14	7	1	96	0.6	-0.3	-1
O=C(NCc1ccco1)c1ccc(COc2ccc(Cl)cc2)cc1	-4	10	1.3	4	-10	1	104	0.0	-0.1	-3
Cc1cc(C)n2nc(-c3ccsc3-n3c(C)ccc3C)cc2n1	-6	6	1	8	-6	1.1	103	1.1	-0.5	1
Cc1ccc(-n2nnnc2SCc2ccccn2)cc1C	1	24	1.4	10	-24	1	106	-1.1	0.0	-6
Cc1nc(N2CCC(C)CC2)c2c(C)c(C(=O)Nc3cc(F)ccc3C)sc2n1	-1	-10	0.88	-2	10	1	99	-0.1	-0.1	-1
OCCOCCNc1ncnc2c1cnn2-c1ccccc1	14	63	2.2	1	-63	0.9	128	-0.1	-0.2	1
Cc1ccc(Nc2ccc(S(=O)(=O)N3CCOCC3)cc2[N+](=O)[O-])cc1C	-15	3	0.88	-6	-3	1.2	101	0.5	-0.4	-2
O=C(c1cccs1)N1CCN(CCCc2ccccc2)CC1	-4	-1	1.2	0	1	1	102	0.5	-0.4	-1
COc1ccc(C2N3CC4(C)CN2CC(C)(C3)C4O)cc1OC (stereo unspecified)	4	15	1.4	9	-14	1	104	3.5	-0.3	1
Cc1nc(C)c(C(=O)NCCC(c2ccccc2)c2ccccc2)o1	0	-1	1.1	3	1	1	77	-0.6	-0.3	6

Profiles from above. Order of values: FLuc inhib CS, APP 5'UTR act, NF-kB expr up, G6PDH counter, APP transl inh, FLuc stim CS, STAT1 activator, DTT redox prof, Hsp70 activator, HMGR II inh
CCOc1cccc(C(=O)Nc2ccc(N(CC)CC)cc2)c1 as listed: 5, 8, 1.3, 3, -8, 1, 108, -2.2, -0.2, -2
CCCNC(=O)c1c[nH]c2ccc(S(=O)(=O)N(C)c3ccc(OCC)cc3)cc2c1=O as listed: -6, 6, 0.67, -13, -6, 1.1, 98, 0.2, -0.1, -3
O=C1C2CC=CCC2C(=O)N1c1ccc(NCCc2ccccc2F)c([N+](=O)[O-])c1 (stereo unspecified) as listed: -5, 15, 1.1, 4, -15, 1, 111, -0.1, -0.1, -8

More entries:
SMILES	FLuc inhib CS	APP 5'UTR act	NF-kB expr up	G6PDH counter	APP transl inh	FLuc stim CS	STAT1 activator	DTT redox prof	Hsp70 activator	HMGR II inh
Nc1c(-c2ccccc2)c(CSc2nc3ccccc3[nH]2)nn1-c1ccc(C(=O)O)cc1	-4	-1	1.1	-5	1	1	99	0.0	-0.6	-6
CCCc1cc(=O)[nH]c(SCC(=O)Nc2nc(-c3ccccc3)cs2)n1	-2	-6	1.1	3	6	1	95	-0.7	0.2	-3
C=COCCn1c(-c2nonc2N)nc2ccccc21	-2	-9	1.4	3	10	1	103	2.3	-0.5	-2
CCOC(=O)c1c(CN2CCOCC2)oc2ccc(OC)cc12	1	1	1.3	2	-1	1	98	1.9	-0.3	1
COC(=O)Cn1c(=NC(=O)c2ccc(OC)cc2)sc2cc(OC)ccc21	-2	7	0.94	-18	-8	1	104	0.6	-0.2	1
Cc1ccc(C2(C(F)(F)F)N=C3Sc4cc(C)cc(C)c4N3C(=O)N2)cc1 (stereo unspecified)	-6	-7	1.3	17	7	1.1	110	0.3	-0.2	-10
O=C(NCCCCNC(=O)c1ccc(Cl)s1)c1ccc(Cl)s1	-4	1	1.3	9	-1	1	104	21	-0.1	-3
Cc1ccc(S(=O)(=O)N(C)c2ccc3sc(C)nc3c2)cc1	-6	18	0.87	12	-18	1.1	96	-0.5	1.8	3
CC(NC(=O)/C=C/c1ccco1)c1nc2ccccc2n1Cc1ccccc1F (stereo unspecified)	-1	-3	1.1	4	3	1	99	0.1	-0.4	-6
S=C(NCC1CCCO1)N1CCN(Cc2ccccc2Cl)CC1 (stereo unspecified)	-2	3	1.1	1	-3	1	101	-0.5	-0.1	-9
COCCOC(=O)C1=C(C)NC(=O)NC1c1ccc(-c2cc(Cl)ccc2Cl)o1 (stereo unspecified)	-6	3	1.1	20	-4	1.1	114	0.3	2.0	-3
CC(C)NC(=S)N=Nc1c(O)[nH]c2ccc(C(C)C)cc12	-5	-22	0.95	-11	22	1.1	91	0.1	-0.3	-19
Cc1ccc(COc2ccc(/C=N/NC(=O)c3ccc(CN4CCOCC4)cc3)cc2)cc1	-7	22	1	-18	-22	1.1	104	-0.3	-0.1	-5
Nc1nc(SCc2ccc3c(c2)OCCO3)n[nH]1	18	24	1.8	-6	-24	0.8	110	-0.3	0.3	-3
COc1ccc(CCNC(=O)c2c(O)c3c([nH]c2=O)CCCC3)cc1OC	/	-7	/	/	7	/	97	-1.5	-0.3	/
CCn1c2c(c3ccc(OC)cc31)CCCC2=O	1	1	0.96	-4	-1	1	100	1.2	-0.5	0
CCOC(=O)/C=C/C(=O)OCC(=O)Nc1ccc(Cl)cn1	-4	-17	1.7	8	17	1	96	0.0	-0.1	-2
COc1ccc(N2C(=O)CCC(C(=O)Nc3ccccn3)C2c2ccc(OC)c(OC)c2)cc1 (stereo unspecified)	-8	2	1	4	-2	1.1	98	-1.0	0.0	-3
COc1ccc(CNC(=O)c2nnn(Cc3ccc(OC)cc3)c2N)cc1	-4	-6	1.2	3	6	1	100	-0.1	0.0	-3
O=C(CSc1ncccc1-c1nc2ccccc2[nH]1)N1CCCCC1	3	12	0.67	2	-12	1	98	2.6	-0.2	1
COc1cc2c(C(=O)N3CCN(C)CC3)c(CSc3ccccc3)n(C)c2cc1Br	-9	2	0.51	4	-2	1.1	89	-0.6	-0.2	-8
NS(=O)(=O)c1ccc(CCNC(=O)C2CCC(Cn3c(=S)[nH]c4ccccc4c3=O)CC2)cc1 (stereo unspecified)	-6	16	1.1	-2	-16	1.1	102	0.4	-0.4	-2
COc1cccc(/C=N/Nc2ccc(S(=O)(=O)O)cc2)c1O	-1	14	1.1	13	-14	1	98	-5.0	-0.2	-1
Cc1sc2ncn(CC(=O)NCCCOC(C)C)c(=O)c2c1S(=O)(=O)N1CCN(c2ncccn2)CC1	-2	25	1	2	-25	1	96	-0.6	0.0	-10
Cc1ccc(NC(=S)NC(C)CCc2ccccc2)cc1C (stereo unspecified)	-7	-3	1.1	2	3	1.1	106	-0.6	-0.2	-7
COc1cc(OC)cc(C(=O)N[C@H](C(=O)Nc2ccc(NC(C)=O)cc2)C(C)C)c1	-4	8	1.3	8	-8	1	100	0.1	-0.5	-2
COCCCNC(=O)C1C2C=CC3(CN(Cc4ccc(C)cc4)C(=O)C13)O2 (stereo unspecified)	-8	5	1.1	4	-5	1.1	101	0.7	-0.2	3

Two compounds from above, showing only APP 5'UTR act:
Structure,APP 5'UTR act
Cc1nc(N2CCC(C)CC2)c2c(C)c(C(=O)Nc3cc(F)ccc3C)sc2n1,-10
OCCOCCNc1ncnc2c1cnn2-c1ccccc1,63
